# Source: PubChem BioAssay
# APP 5'UTR act – activators of APP 5'UTR luciferase reporter, primary screen, SH-SY5Y cells | AID 1276, 2008 | SH-SY5Y APP 5'UTR luciferase reporter, luminescence; zero percent = DMSO vehicle wells | hit rate 1% among 190,000 | activation, % at 2 µM;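 active means activation above a set limit, based on mean plus 3 SD of controls, cut at about 140% in these data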; further: values of inactives mirror those of a sister screen read the other way
# FLuc stim CS – FLuc activators, initial screening, artefact control for FLuc-dependent activation tests, biochemical, ATPlite luminescence. activation factor at 10 µM. 200,000 tested, under 10 active. ATPlite luciferase biochemical, 10 min; 0 = ATP-free wells, 1 = DMSO control. Luciferin 4-monooxygenase (Photinus pyralis), P08659;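 active means luciferase activation factor, scaled between plate controls, of at least 2 with compound at 10 µM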
# Target sequence (P08659 whole entry, looked up): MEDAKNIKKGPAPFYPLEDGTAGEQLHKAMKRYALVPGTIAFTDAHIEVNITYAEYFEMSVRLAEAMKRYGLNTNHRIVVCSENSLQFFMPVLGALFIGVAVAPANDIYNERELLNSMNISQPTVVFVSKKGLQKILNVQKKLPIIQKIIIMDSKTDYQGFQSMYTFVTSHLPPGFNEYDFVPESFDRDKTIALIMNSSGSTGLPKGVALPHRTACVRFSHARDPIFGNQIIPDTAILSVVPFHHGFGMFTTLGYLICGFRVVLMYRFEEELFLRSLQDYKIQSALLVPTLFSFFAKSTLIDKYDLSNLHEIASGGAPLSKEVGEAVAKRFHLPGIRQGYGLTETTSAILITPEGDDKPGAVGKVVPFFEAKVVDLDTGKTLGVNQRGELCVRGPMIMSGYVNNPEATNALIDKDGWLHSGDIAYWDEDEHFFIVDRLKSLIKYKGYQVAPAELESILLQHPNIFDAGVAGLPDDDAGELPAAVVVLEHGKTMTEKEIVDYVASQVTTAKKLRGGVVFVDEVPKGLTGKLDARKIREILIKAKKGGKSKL
#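 assay system = Luciferase/luciferin detection reagent, cell-free biochemical luciferase assay | also added = ATP substrate | times = 10 min post-reagent at room temperature | measured by = luminescence from luciferase reaction | measure = luciferase activation, seen as luminescence increase over controls | benchmarks = low control with PBS replacing ATP, high control enzyme plus ATP without compound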
# TNAP act hiacc – TNAP activators at high phosphate acceptor level, primary screen, biochemical, luminescence, uHTS. activation factor at 20 µM. AID 1136, 2008. purified TNAP, CDP-star luminescence, 1 M DEA, 30 min; active compounds read high; 0 = EDTA background, 1 = DMSO-only activity. 200,000 tested, under 10 active;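 active means activation factor at least 2 at 20 µM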
#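 Dosing: 20 µM single point. System: human TNAP. Amount: TNAP 1/800 final. Incubation: 30 min, room temperature. Read-out: TNAP activation factor scaled between EDTA and DMSO control wells. Signal: luminescence from CDP-star hydrolysis. Medium: 1 M DEA, pH 9.8, Mg2+, Zn2+. Control set: EDTA negative control, DMSO positive control.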
# FLuc inh counter – firefly luciferase enzyme inhibitors, primary screen, artefact control for luciferase-based inhibitor screens, biochemical, luminescence, ATPLite | 10 min | inhibition, % at 10 µM | hit rate 1.5% among 200,000 | Luciferin 4-monooxygenase (Photinus pyralis), P08659 | AID 1006, 2008;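 active means inhibition above about 50% when tested at 10 µM, limit read from the data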
# PMI act satM6P – human PMI activators, high substrate, primary screen, biochemical, fluorescence intensity, near-saturating mannose 6-phosphate; activation factor at 20 µM; AID 1216, 2008; hit rate 0.34% among 190,000; Mannose-6-phosphate isomerase (Homo sapiens), P34949; coupled PMI enzyme assay, resazurin fluorescence, 20 min; active compounds read high; 1 = untreated enzyme, 0 = substrate-free blank;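 active means activation factor of 2 or more at 20 µM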
# Target sequence (P34949 whole entry, looked up): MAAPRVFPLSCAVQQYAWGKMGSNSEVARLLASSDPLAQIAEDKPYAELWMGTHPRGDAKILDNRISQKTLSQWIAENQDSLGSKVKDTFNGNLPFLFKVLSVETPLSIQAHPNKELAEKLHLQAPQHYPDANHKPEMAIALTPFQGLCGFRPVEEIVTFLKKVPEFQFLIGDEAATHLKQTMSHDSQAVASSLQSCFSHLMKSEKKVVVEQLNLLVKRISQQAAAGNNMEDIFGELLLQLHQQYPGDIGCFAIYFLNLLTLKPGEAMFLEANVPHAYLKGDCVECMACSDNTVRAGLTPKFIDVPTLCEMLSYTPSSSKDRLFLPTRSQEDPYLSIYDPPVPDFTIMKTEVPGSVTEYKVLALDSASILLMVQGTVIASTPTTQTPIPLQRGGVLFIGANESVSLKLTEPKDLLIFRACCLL
#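 Test system: human phosphomannose isomerase with PGI, G6PDH, diaphorase coupling enzymes / Doses: 20 µM compound, 1% DMSO / Times: enzyme reaction with compound 20 min at room temperature / Measured by: Diaphorase-driven resazurin-to-resorufin fluorescence, excitation 544, emission 590 nm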
# TNAP inh noacc – human TNAP enzyme inhibitors, primary screen, biochemical, luminescent, no phosphate acceptor, uHTS; purified TNAP, CDP-star luminescence, 30 min; inhibition, % at 20 µM; hit rate 0.26% among 200,000; AID 1012, 2008;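 active means tissue-nonspecific alkaline phosphatase inhibition above about 50% at 20 µM in the single-dose screen, limit read from the data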;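 further: 0% = DMSO negative control and 100% = EDTA positive control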
# bIAP activator – bovine intestinal alkaline phosphatase activators, primary screen, biochemical, bovine IAP, CDP-star luminescence; alkaline phosphatase, intestinal [Bos taurus]; purified bovine IAP, 30 min; active compounds read high; fold of DMSO-control signal, blank-subtracted; activation factor at 20 µM; hit rate 0.17% among 200,000;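 active means activation factor of 2 or more at 20 µM, a signal rise over negative controls twice the positive control's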
# NF-kB expr up – activators of NF-kB expression in neurons, primary screen, cell-based, HTS. human neuronal cells, NF-kB reporter expression; active compounds read high. fold change at 12.5 µM. hit rate 1.6% among 190,000; in the data active means fold change above about 3.3
# PMI activator – activators of human PMI, primary screen, biochemical, fluorescence intensity, near-Km mannose 6-phosphate | activation factor at 20 µM | hit rate 0.005% among 190,000 | purified human PMI, coupled resazurin fluorescence, 20 min; active compounds read high; 1 = vehicle control, 0 substrate-free wells;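 active means activation factor of 2 or more at 20 µM, relative to plate controls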
# TNAP inh hiacc – human TNAP enzyme inhibitors, primary screen, biochemical, luminescent, high phosphate acceptor level, uHTS; Alkaline phosphatase, tissue-nonspecific isozyme (Homo sapiens), P05186; purified TNAP, CDP-star luminescence, 1 M DEA; inhibition, % at 20 µM; hit rate 0.03% among 200,000;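 active means over 50% inhibition of tissue-nonspecific alkaline phosphatase at 20 µM in the single-dose screen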;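 further: plate controls were DMSO wells for no effect and EDTA-quenched wells as full inhibition for full effect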
# Active calls of the source: *; x = no result given.
# A first look (3 entries):
SMILES,APP 5'UTR act,FLuc stim CS,TNAP act hiacc,FLuc inh counter,PMI act satM6P,TNAP inh noacc,bIAP activator,NF-kB expr up,PMI activator,TNAP inh hiacc
O=c1c2ccccc2cnn1-c1ccc(Br)cc1,124,0.5,1,48,1,-4,1,6.4*,0.9,1
O=C(O)c1cc(NCc2c(F)cccc2Cl)ccc1N1CCOCC1,5,1,1,4,1,-7,1,1.6,1,0
O=C(Oc1ccc(Cl)cc1)N1CCCCC1,17,1,1,3,1.1,6,0.9,1.6,1,2

# The list itself, from the start:
SMILES,APP 5'UTR act,FLuc stim CS,TNAP act hiacc,FLuc inh counter,PMI act satM6P,TNAP inh noacc,bIAP activator,NF-kB expr up,PMI activator,TNAP inh hiacc
O=c1c2ccccc2cnn1-c1ccc(Br)cc1,124,0.5,1,48,1,-4,1,6.4*,0.9,1
O=C(O)c1cc(NCc2c(F)cccc2Cl)ccc1N1CCOCC1,5,1,1,4,1,-7,1,1.6,1,0
O=C(Oc1ccc(Cl)cc1)N1CCCCC1,17,1,1,3,1.1,6,0.9,1.6,1,2
O=S(=O)(c1ccc(F)cc1)N1CCn2c(nc3ccccc32)C1,2,1.1,1.1,-7,0.9,-3,0.9,1.1,0.9,-6
Cc1ccc(N2CC(C(=O)N/N=C/c3cccc([N+](=O)[O-])c3)CC2=O)cc1 (configuration not stated),3,1.1,1,-8,0.9,8,0.8,0.93,0.9,2
O=C1C2C3C=CC(C2C(=O)N1c1ccccc1O)C1C2C(=O)N(c4ccccc4O)C(=O)C2C31 (configuration not stated),-2,1.1,1,-9,1,-1,1.1,1.5,1.1,-4
CCOC(=O)C(NC(C)=O)C(OC(C)=O)c1cccc([N+](=O)[O-])c1 (configuration not stated),0,1,1.1,-3,0.9,-9,1,1.6,0.9,-7
O=Cc1c(Cl)[nH]c(=O)n1-c1ccccc1,11,1,1,-1,1.2,-11,1,1,1.2,-4
O=C1c2ccccc2C(=O)N1Cc1nn2c(-c3ccc(Cl)cc3)nnc2s1,x,1,1,0,0.9,-5,1,x,0.9,0
Cc1ccc(S(=O)(=O)NCCSc2nnc(N)s2)cc1,16,1,1,4,1.1,1,1,0.95,1,-4
C=CCNC(=O)c1ccc(-c2nc(-c3ccc(Cl)cc3Cl)cs2)cc1,2,1,1,-5,1,18,0.9,1.1,1.1,-3
CN(NS(=O)(=O)c1ccccc1)c1nc2ccccc2nc1C(F)(F)F,4,1,1,-3,0.9,2,0.8,1.1,0.9,3
CS(=O)(=O)N(CC(=O)Nc1ccccc1-c1ccccc1)c1cccc(F)c1,8,1,1,-4,0.9,-4,1.1,1.6,0.8,-2
NC(=O)COC(=O)/C=C/c1ccc2ccccc2n1,2,1,1.1,3,1,-10,1,0.97,1,-6
CSc1ccccc1NC(=O)c1cc(C(C)C)on1,41,0.9,1,8,0.9,-14,0.9,1.5,0.9,0
CCOc1cc(C2NC(=O)NC(c3ccccc3)=C2C(C)=O)ccc1OCC(N)=O (configuration not stated),-13,1,1,-5,0.9,-9,1,1,1,-2
COc1ccc(-c2nnn(CC(=O)OC3CCCCC3)n2)cc1OC,-4,1.1,1,-7,0.8,-14,1,1.2,0.9,-4
O=C(Nc1nccs1)c1ccc(S(=O)(=O)c2ccccc2)cc1,-6,1,1,-4,1,-12,0.9,0.99,0.9,-3
O=C(Nc1ccc(N2CCN(C(=O)c3ccccc3)CC2)cc1)c1ccc([N+](=O)[O-])o1,-94,1,1,-1,0.9,2,1.1,0.22,0.9,2
Cn1ccnc1SCC(=O)Nc1cccc2ccccc12,34,1,1,5,1.1,-8,0.8,1.7,1,-4
CC1(C)CC(=O)c2sc(NC(=O)CN3C(=O)CCC3=O)nc2C1,-2,1,1,-2,0.9,-2,0.9,1.4,0.9,0
Cc1nc(NC(=S)NC(=O)COc2ccc(Cl)cc2)ccc1Br,-2,1,1,-3,1,-57,0.9,1.1,0.9,1
CCOc1cc(C)nc(Oc2ccc(=O)[nH]n2)n1,-5,1,1,0,1,-8,0.9,1.2,0.9,-2
CCC(C)c1ccc(NC(=O)COc2c(F)c(F)c(C(F)(F)F)c(F)c2F)cc1 (configuration not stated),5,1,1,-2,0.9,-8,0.8,0.95,0.8,3
CC(C)Oc1ccccc1-c1nc(SCC(=O)O)n[nH]1,-1,1,1,-3,1,1,0.6,0.97,0.9,4
COc1ccc(NC(=O)CNC(=O)Cn2c(C)cc3ccccc3c2=O)cc1OC,17,1,1.1,-4,1,-13,0.9,0.99,1,-6
c1ccc(C2=Nn3c(nnc3-c3ccncc3)SC2)cc1,-18,1.1,1,-6,1,-15,0.8,0.77,1,-3
CC(C)CNC(=O)c1ccccc1NC(=O)CSCc1ccccc1,-4,1,1.1,-3,1.1,2,0.9,1.1,1.1,-6
Cc1cc(=O)[nH]c(N/N=C/C=C/c2ccccc2)n1,1,1,1,-2,1.1,-27,1.3,1.4,1.1,-2
Cc1cc(C(=O)CSc2nnc(-c3ccccc3)n2Cc2ccc3c(c2)OCO3)c(C)n1C,8,1.1,1.1,-7,1,-15,1,0.92,1.2,-6
CCOc1nnc(C)c2c(C)n(-c3ccc(Cl)cc3)nc12,5,1,1,-5,1.1,-9,1,1.2,0.9,-2
Cc1cc(NC(=O)CN2CCCC2c2nc3ccccc3s2)no1 (configuration not stated),6,1.1,1.1,-5,1.1,-9,1.1,1.1,1.1,-5
Cn1c(CN2CCCCC2)nc2cc(NC(=O)c3ccc(Cl)cc3)ccc21,18,1,1,1,1,-5,1.1,1.2,1,-4
O=C(O)Cc1c(C(=O)O)nnn1-c1ccc(Cl)cc1Cl,-51,1,1,-2,1,-7,1.1,1.1,1.2,-4
COc1ccccc1CNC(=O)CCNS(=O)(=O)c1cccc2nsnc12,14,1,1,-1,1,-6,0.6,1.2,0.9,2
CCOc1ccc(OCC(=O)Nc2ccc(OC)cc2[N+](=O)[O-])cc1,-10,1.1,1,-6,0.9,-5,0.9,1.3,0.9,0
Cc1ccc(Nc2cc(C)nc(N3CCOCC3)n2)c(C)c1,-5,1.1,1,-8,0.8,-6,1.1,1.1,0.9,-3
COc1ccc(O)c(/C=N/NC(=S)Nc2cccnc2)c1,7,0.6,1,36,1.2,-168,1.2,1.2,1.1,-2
Cn1c(=O)c2c(n3cnnc13)-c1ccccc1CC21CCCC1,0,1,1,-1,1,-6,1.1,1.1,1,-1
COc1cc2c(cc1NC(=O)COC(=O)C1CC(=O)N(Cc3ccco3)C1)oc1ccccc12 (configuration not stated),13,1.1,1,-7,1,17,0.9,1.5,1.1,0
CC(=O)Nc1ccc(/C(C)=N/NC(=O)c2ccc(CN3CCOCC3)cc2)cc1,-11,1,1,-4,1,1,1.3,1.1,0.9,-2
COc1ccc(Cc2ccc(OC)c(N)c2)cc1N,10,1,1,-2,1,-22,1,1.3,1,-3
COCCNS(=O)(=O)c1ccc(C2CNC(=O)C2)cc1 (configuration not stated),-10,1.1,1.1,-7,1,-20,1,1.1,1,-8
COc1ccc2nc(NC(=O)C3CCCN(S(=O)(=O)c4cccc5nsnc45)C3)sc2c1 (configuration not stated),-2,1.1,1,-10,0.9,5,1,0.64,0.9,-2
CCOC(=O)Cc1nnc2c(Nc3ccc(C)cc3)nc3nonc3n12,-17,1.1,1.1,-6,1,-6,1,1.4,1,-6
O=C(Nc1ccc(Cl)c(-c2nc3ccccc3[nH]2)c1)c1ccc2c(c1)OCO2,-16,1,1,0,1,-27,1.2,1.1,0.9,-3
CN1CCN(C(=O)c2ccc(Cl)c(S(=O)(=O)N3CCCCCC3)c2)CC1,9,1,1,-2,0.9,-2,1.1,1,0.9,0
COc1ccc(CCNS(=O)(=O)c2ccc3oc(C(=O)O)c(C)c3c2)cc1OC,18,1,1,-3,1.2,-13,1,1.1,1.2,-2
Cc1c(Cl)cccc1NC(=O)CSc1nc2c(c(=O)[nH]1)CCCC2,-43,1,1,-3,1.1,-4,1,1,1,2
Cc1nc2ncnn2c(C)c1CCC(=O)N1CCCCC1,x,1.1,1,-6,1,-21,0.9,1,1,-5
Cc1nc2c(cnn2-c2ccc(Cl)cc2)c(=O)n1-c1ccc(N2CCC(C)CC2)cc1,-5,1,1.1,-1,1,-16,0.9,0.95,1,-6
O=C(c1ccco1)N1N=C(C2CCCCC2)CC1(O)C(F)(F)F (configuration not stated),-14,1,1,-4,x,-6,1,2.4,x,-2
CCC(C)NC(=S)NNC(=O)c1ccc(C(C)(C)C)cc1 (configuration not stated),x,1,1.1,-5,1.2,-201,0.8,1,1.2,-5
COc1ccc(C(=O)CSc2nnc(CNc3ccc(F)cc3)o2)cc1,13,1,1,-4,0.9,-8,0.9,0.96,1,-3
Cc1[nH]nc2ncc(C(=O)c3ccccc3O)cc12,-20,1.1,1.1,-9,1.1,-1,1.2,0.26,1.1,-8
COC(CNC(=O)c1ccc(-n2c(=S)[nH]c3ccccc3c2=O)cc1)OC,-5,1,1,1,1,-1,1,1.3,1.1,2

# Remaining list, next part.
SMILES,APP 5'UTR act,FLuc stim CS,TNAP act hiacc,FLuc inh counter,PMI act satM6P,TNAP inh noacc,bIAP activator,NF-kB expr up,PMI activator,TNAP inh hiacc
COc1ccc(CCNC(=O)CSc2nc3ccccc3o2)cc1OC,x,1,1,-4,1,-12,1,1,0.9,-3
O=C(C/C=N/OCc1ccc(Cl)cc1Cl)c1ccccc1,-5,1.1,1,-6,0.8,-7,0.8,1.3,0.8,-4
COc1ccc([N+](=O)[O-])cc1NC(=O)CSc1ccccc1,0,1.1,1,-10,0.9,6,0.7,0.96,1,-3
COc1ccc(NS(=O)(=O)c2cc(C)ccc2OC)cc1OC,-2,1.1,1,-7,0.9,-8,0.9,0.93,0.8,-2
Cc1c(Cl)cccc1NC(=S)N1CCC(N(C)CC2CCCO2)CC1 (configuration not stated),-9,1.1,1,-8,1,-11,1,1.2,1.1,-4
COc1ccc2c(C)nc(Nc3nc(C)c(C)c(=O)[nH]3)nc2c1,2,0.8,1,21,0.9,-192,0.8,1.9,0.9,-3
